Screens: PubChem BioAssay, National Center for Advancing Translational Sciences (NCATS)
Pf Dd2 growth = qHTS Primary assay for Inhibitors of Plasmodium falciparum Dd2 growth in vitro; P. falciparum Dd2 growth, SYBR Green, 72 h; Potency, µM (top dose mostly 28.9 µM), for inactives: at the highest dose activity, negative = inhibition, most hits filed as inhibitors; 4.3% of 120,000 active; AID 1347417, 2020; active means well fitted inhibition curve with a large enough effect; inconclusive means small, poorly fitted or top-dose-only effect; inactive means no such curve, though single readings can be large or run the other way;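 further: plate controls were DMSO vehicle for no effect and reference drug for full effect; nearly all actives have a fitted effect of over 65% in size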
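Infected erythrocytes (Dd2, 0.3% parasitemia, 2.5% hematocrit final) are added to compound in RPMI-1640/Albumax II medium, grown 72 h at 37C in low oxygen, then lysed with saponin/Triton-X containing SYBR Green and read by fluorescence.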
Numbers without * were called inactive; i = inactive; u = inconclusive; [ ] = dose if it differs, or a comment. Potency means the concentration at half of the fitted maximal effect.

The first 2 records, ahead of the listing:
Compound,Pf Dd2 growth
O=S(=O)(c1ccc(-n2cnnn2)cc1)N1CCN(c2cccc(C(F)(F)F)c2)CC1,45%[activator]
COc1ccc(NC(=O)CSc2nc3ccccc3nc2Cc2ccc(C)cc2)cc1Cl,0%

Results (from the top)
Compound,Pf Dd2 growth
O=S(=O)(c1ccc(-n2cnnn2)cc1)N1CCN(c2cccc(C(F)(F)F)c2)CC1,45%[activator]
COc1ccc(NC(=O)CSc2nc3ccccc3nc2Cc2ccc(C)cc2)cc1Cl,0%
CC(C)CC(NC(=O)C1CCC(C)CC1)C(=O)OCC(=O)c1ccc(Cl)cc1 (stereo not given),31%[activator]
CC(C)NC[C@H]1O[C@@H]2C[C@@H](CC(=O)NCc3cnn(C)c3)O[C@@H]2[C@@H]1O,16%[44.1 µM]
CN(CC1COCCO1)C(=O)c1coc(COc2ccc3c(c2)OCO3)n1 (stereo not given),5%
O=C(NCc1ccc(F)cc1)N1CCC(c2noc(-c3ccccn3)n2)C1 (stereo not given),u
CCNC(=O)N1CCC(OC2CCN(S(C)(=O)=O)CC2)CC1,10%
Cc1c(CN2CC(=O)N(CC(C)C)CC(OCc3ccccc3F)C2)c(=O)n(-c2ccccc2)n1C (stereo not given),u
CCOc1cccc(-c2nc(C(=O)NCc3ccccc3)cs2)c1,i
Cc1ccc(CNC(=O)N2CCC(N3CC4CC(C3)[C@H]3CCCC(=O)N3C4)CC2)cc1 (stereo not given in full),-15%
O=C(c1ccc(F)cc1)N1CCC2(CC1)OCC(C(=O)N1CCOCC1)N2C(=O)c1cccc(F)c1 (stereo not given),-4%
CCC(CC)NC(=O)CCC1CCN(C(=O)c2ccccc2F)CC1,10%
CCCn1c(C)cnc1C1CCN(C(=O)NC)C1 (stereo not given),9%
COCCN1CC(CO)C2(CCN(C3CCC3)CC2)C1 (stereo not given),35%[activator]
O=C1Nc2ccc(-c3ccccc3F)cc2C(=O)N2CCN(C(=O)COc3ccccc3)C[C@H]12,-14%
COc1cc(NC(=O)c2ccc(-c3ncn[nH]3)cc2)ccc1NC(=O)C(C)(C)C,u
O=C1NCCCCCCN(Cc2ccncc2)[C@@H]2CN(C(=O)NCCc3ccccc3)CC[C@H]12,u
COC(=O)CO[C@@H]1CO[C@H]2[C@@H]1OC[C@@H]2n1cc(-c2ccccn2)nn1,-3%[44.1 µM]
O=C1COc2ccc(-c3ccccc3)nc2CN1CCOc1ccccc1,i
CCOc1cc(=O)n2c(c1C(=O)Nc1ccc(SC)cc1)CCCC2,21%
CCOc1ccccc1CNC(=O)c1cnc2sc(N(CC)CC)nn2c1=O,u
CC(=O)N[C@@H]1CN(C(=O)c2[nH]c3c(C)ccc(C)c3c2C)C[C@H]1C(C)C,-26%
C=CCNC(=O)N1CC[C@H]2CC(=O)N(c3ccccc3)CC[C@H]2C1,-10%[44.1 µM]
CN(CCNC(=O)C1CCCN(c2cnn(Cc3ccccc3)c(=O)c2)C1)C1CCCCC1 (stereo not given),u
Cc1cc(C)c(NC(=O)CCC(=O)N2Cc3ccccc3Oc3ncccc32)c(C)c1,-11%

More records.
Compound,Pf Dd2 growth
O=C(COc1ccccc1F)Nc1ccc2nc(SCC(=O)N3CCOCC3)sc2c1,u
Cc1cccc(Cn2cccc(C(=O)Nc3ccc(F)cc3F)c2=O)c1,78%[activator]
CCCOc1cc(C)c2c(c1C)C[C@H](C(C)C(=O)N1CCN(CCO)CC1)CC2 (stereo not given in full),i
Cc1cc(C(=O)N2CCCCCC2c2nnc(-c3ccccc3)o2)nn1C (stereo not given),-25%
O=C(NC1CC1)c1cc(C2CC2)nc2onc(C3CCCN3)c12 (stereo not given),6%
COCCCNC(=O)c1nc2nc(-c3ccccc3)c(Cl)cc2n1C,-27%[44.1 µM]
Cc1cccc(CN2CCc3nnc([C@@H]4C[C@@H](O)CN4C)n3CC2)c1,-7%
CCCN(CC1CCOC1)C(=O)Nc1ccccc1C(F)(F)F (stereo not given),i[5.79 µM]
CCc1ncc(C(=O)N2CCN(c3ccc(Cl)c(Cl)c3)CC2)cn1,-14%
Cc1ccccc1CNC(=O)c1ccc2[nH]c(C)c(C)c2c1,7%
Cc1onc(-c2cnn(C)c2NCc2ccc(C#N)cc2)c1C(=O)NCC1CCOCC1,u
Cc1noc2c(-c3cnn(C)c3)cc(-c3cccnc3)nc12,i
COc1cccc([S+](=O)([O-])N2CCC3(CC2)C(=NC2CCCCC2)NC(=O)N3c2cc(F)cc(F)c2)c1,u
CCc1ccccc1NC(=O)N1CCC2(CC1)Oc1ccccc1C(=O)N2Cc1ccccc1F,u
COc1ccc(-c2cc(N3CCC(NC(=O)Cc4ccsc4)CC3)n[nH]2)cc1,u
CN1CC(=O)N(c2ccccc2F)Cc2c(NCCc3ccccc3F)ncnc21,i
CC(=O)Nc1ccc(OCC(=O)NCc2ccccc2C)nc1,28%
Cc1cn2nc(C(=O)N3CCC(NC(=O)Cc4ccccc4C)CC3)cc2c(=O)[nH]1,i
O=C(c1ccccc1F)N1CCC2(CC1)C(=O)NN=C2c1ccncc1,-3%
CC(C)OCCCNC(=O)c1ccc2c(=O)n(CCc3ccccc3)c(=O)[nH]c2c1,0%
COc1ccc(CC(=O)N2CNC(=O)C23CCN(C(=O)CCN)CC3)cc1,3%
Cc1cc(C)c(NC(=O)Cn2c(=O)n(Cc3ccco3)c(=O)c3ccc(C(=O)NC4CCCC4)cc32)c(C)c1,5%
O=C(c1cccnc1)N1CCC(Nc2cccnc2)C1 (stereo not given),i[5.79 µM]
Cn1c(=O)oc2cc(S(=O)(=O)N3CCCC(C(=O)NCc4ccc(F)cc4)C3)ccc21 (stereo not given),u
CC(=O)N1CCCN(C(=O)CC(c2cccc(O)c2)c2cccc(Cl)c2)CC1 (stereo not given),0%

New compounds follow:
Compound | Pf Dd2 growth
O=C(c1ccc(F)c(Cl)c1)N1CCN(c2cc(C(F)(F)F)ncn2)CC1 | u
COc1cccc(CN2CC[C@@H]3C(=O)NCCCCCCN(Cc4ccncc4)[C@@H]3C2)c1OC | u
CCc1cc2c(-c3ccccc3)cc(=O)oc2c2c1OCN(Cc1ccc(C)cc1)C2 | 2.2µM*
CCOc1ccc(NC(=O)CN2C(=O)NC(c3ccccc3OCC)C3=C2COC3=O)cc1 (stereo not given) | -7%
COc1cccc(-c2cc3c(=O)n(CCNC(=O)c4ccc5cc[nH]c5c4)ccn3n2)c1 | u
COc1ccc(C(=O)N2CC[C@H]3CC(=O)N(CCc4cnc[nH]4)CC[C@H]3C2)cc1 | i
COCCN1C(=O)CS(=O)(=O)C12CCN(C(=O)c1cccc(OC)c1C)CC2 | i
Cc1c(CC(=O)NC2CCOCC2)c2c(n1Cc1ccc(F)cc1)CCCC2=O | -13%

More entries
Compound | Pf Dd2 growth
COc1cccc(S(=O)(=O)N2C[C@@H](Oc3cccnc3)C[C@H]2C(=O)NC2CC2)c1 | -2%
COc1ccc2ccc(OCc3nc(C(=O)N(C)CC4COCCO4)co3)cc2c1 (stereo not given) | i
COc1ccccc1-c1onc(C)c1C(=O)NCc1ccc(Cl)cc1 | 21%
COCC(=O)N[C@@H]1CN(Cc2ccc(F)cc2Cl)C[C@H]1CO | u
CCN1CC2(CCN(C(=O)CC(N)c3ccc(OC)c(OC)c3)CC2)CC1=O (stereo not given) | -12%
Oc1ccccc1-c1nc(/C=C/c2ccccc2Cl)no1 | i
O=C(NC1CC(=O)N(c2cccc(F)c2)C1)c1ccc(S(=O)(=O)N2CCOCC2)cc1 (stereo not given) | 40%[activator]
COc1ccc(CN2CCNC(=O)C2CC(=O)N2CCCC2)c(C)c1C (stereo not given) | 11%

(list continues)
Compound | Pf Dd2 growth
O=C(O)CCC(=O)N[C@H]1CO[C@H]2[C@@H]1OC[C@@H]2Nc1nccc(-c2ccco2)n1 | 12%[44.1 µM]
CC(C)CC(=O)Nc1ccnn1C1CCN(C(=O)c2cc(-c3ccccc3)n[nH]2)CC1 | u
Cc1c(C(=O)Nc2cccc(Cl)c2)oc2ccc(S(=O)(=O)N3CCCCCC3)cc12 | u
COc1ccc(-c2c(C)c3cc(OC(=O)N4CCOCC4)ccc3oc2=O)cc1OC | i
COc1ccc(Cl)cc1NC(=O)c1sc2nc3c(cc2c1N)CN(C)CC3 | i
CCOc1ccc(NC(=O)c2cc3c(n(-c4ccc(OC)cc4)c2=O)CC(C)(C)CC3=O)cc1 | -17%
COc1ccc(NC(=O)c2c(NCc3ccc(OC)c(OC)c3OC)sc3c2CCC3)c(OC)c1 | 10µM*
CCOc1ccc(C(=O)N2C[C@@H](CO)[C@H](c3nc(C4CC4)no3)C2)cc1 | -5%

New compounds follow.
Compound | Pf Dd2 growth
O=C(CCc1nc(CN2CCN(S(=O)(=O)c3ccc(Br)cc3)CC2)no1)N1CCCCC1 | 53%[activator][5.79 µM]
O=C(NC1CCCC1)c1ccc2c(c1)N(Cc1ccccc1)C(=O)c1ccccc1S2 | -24%
O=C1N[C@@H]2CCN(C(=O)COc3ccccc3)[C@@H]2C(=O)N1c1ccc(Oc2ccccc2)cc1 | -16%
CCN(CCNC(=O)CN1CC2CC(C1)[C@H]1CCCC(=O)N1C2)Cc1ccccc1 (stereo not given in full) | -24%
Cc1cccc(C(=O)N2CC[C@@H](NC(=O)c3cnccn3)[C@H](O)C2)n1 | 1%
Cc1ccc(NC(=O)CN2C(=O)NC3(CCOCC3)C2=O)cc1C | 21%
O=C(CCNS(=O)(=O)c1ccc2c(c1)CCCC(=O)N2)NCc1ccccc1Cl | 4%
O=C(CC[C@H]1NC(=O)c2ccccc2NC1=O)Nc1nc2c(s1)CCC2 | -23%

3 entries drawn at random from the list so far:
Compound | Pf Dd2 growth
O=C(CCc1nc(CN2CCN(S(=O)(=O)c3ccc(Br)cc3)CC2)no1)N1CCCCC1 | 53%[activator][5.79 µM]
O=C(CC[C@H]1NC(=O)c2ccccc2NC1=O)Nc1nc2c(s1)CCC2 | -23%
O=C(CCNS(=O)(=O)c1ccc2c(c1)CCCC(=O)N2)NCc1ccccc1Cl | 4%

Next section
Compound | Pf Dd2 growth
COc1ccc(C(=O)N2CCC3(CC2)CN[S+](=O)([O-])c2cccnc2O3)cc1 | 41%[activator]
CN(C)c1nc2c(c(=O)[nH]1)CCN(C(=O)CCC1CCCC1)CC2 | u
COc1ccccc1CNC(=O)c1nnn2cc(C)[nH]c(=O)c12 | u
O=C(COc1ccccc1Cl)c1ccc2c(c1)N(CC(=O)N1CCCC1)C(=O)CO2 | i
CCNC(=O)O[C@@H]1CO[C@H]2[C@@H]1OC[C@@H]2NS(=O)(=O)c1ccccc1C#N | 11%[44.1 µM]
O=C(NCc1nnc2cc(-c3nc(C4CC4)no3)ccn12)C1CC1 | -24%
CN(C(=O)CCc1ccsc1)C1CCCN(CCc2ccccc2)C1 (stereo not given) | u
CCOc1ccc(N(C(=O)c2ccc(C)cc2)S(=O)(=O)c2ccc3c(c2)n(C)c(=O)n3C)cc1 | -15%

(more compounds)
Compound | Pf Dd2 growth
CN1C(=O)c2cccn2CC1CNC(=O)c1ccco1 (stereo not given) | 7%
Cc1nc(C(=O)N2CCCC(CCc3cccc(C(F)(F)F)c3)C2)c(C)o1 (stereo not given) | i
CCCc1noc(-c2cccn3c(CNC(=O)Cc4c[nH]c5ccccc45)nnc23)n1 | -7%
CC1(C)C(=O)N(Cc2ccccc2)[C@H]2CN(CC3CCOC3)C[C@H]2[S+]1(=O)[O-] (stereo not given in full) | 11%[44.1 µM]
O=C(c1ccc(Cl)cc1)N1CC2(CCCN(CC3CCCCC3)C2)Cc2ccccc21 (stereo not given) | u
COCCC(=O)N[C@@H]1CN(S(C)(=O)=O)C[C@H]1CN(C)C | 49%
Cc1cccc(C(=O)Nc2ccccc2OCc2cc(=O)n3cc(C)ccc3n2)c1 | 10%
Cc1cnc(C)c(N2CCN(C(=O)[C@H]3CC[C@@H](N)C3)CC2)n1 | -12%

4 of the compounds above, with each value named.
CCCc1noc(-c2cccn3c(CNC(=O)Cc4c[nH]c5ccccc45)nnc23)n1
  Pf Dd2 growth = -7%
Cc1cccc(C(=O)Nc2ccccc2OCc2cc(=O)n3cc(C)ccc3n2)c1
  Pf Dd2 growth = 10%
COCCC(=O)N[C@@H]1CN(S(C)(=O)=O)C[C@H]1CN(C)C
  Pf Dd2 growth = 49%
Cc1nc(C(=O)N2CCCC(CCc3cccc(C(F)(F)F)c3)C2)c(C)o1 (stereo not given)
  Pf Dd2 growth = i

Following part
Compound | Pf Dd2 growth
Cc1ccc2c(c1)-c1ncc(C(=O)c3ccccc3O)cc1CO2 | 25%
O=C(c1cnccn1)N1CCCCCCn2c(nnc2-c2ccc(F)cc2)CC1 | -3%
COc1ccc(C2(CNC(=O)C(=O)Nc3ccc(F)cc3)CCCC2)cc1OC | u
COc1ccc(C(=O)NCCn2c(C)cnc2-c2ccncc2)cc1 | i
COc1cc(C(=O)N2CCN(C(=O)COc3cccc(C)c3)CC2)cc(OC)c1OC | 51%
Cc1ccc2c(c1)c1c(c(=O)n(-c3ccccc3)c(=O)n1CC(=O)c1ccc(Cl)cc1)n2C | -8%
CC(C)CNC(=O)c1cc2n(n1)CC(c1ccc3c(c1)OCO3)OC2 (stereo not given) | i
Cc1c(CNCCCc2ccccc2)c(C(=O)O)c(C)n1Cc1ccc(Cl)cc1 | 8.9µM*

Remaining list, next part.
Compound | Pf Dd2 growth
COc1ccc([C@H]2C[C@@H](O)[C@@H](O)[C@@H]2NS(=O)(=O)c2ccc(Cl)cc2)cc1 | i
COCCN1CCOc2nc(-c3ccc(F)c(Cl)c3)ncc2C1=O | i
CC(C)CC(=O)Nc1ccc2nc(SCC(=O)N3CCc4ccccc43)sc2c1 | u
O=C(c1nc2c(o1)CCN(Cc1cccc(Cl)c1)CC2)N1CCOCC1 | -2%[44.1 µM]
CC(=O)N1CCC(C(=O)N(C)CC2(C)CCOCC2)CC1 | -11%
COc1cccc(CNC(=O)c2sc3nc4n(c(=O)c3c2C)CCC4)c1 | -26%
COCC(=O)N(C1CCOCC1)C1CCN(C(=O)c2ccc(OC)cc2C)CC1 | 5%

An excerpt; count on the stated rates, not on these rows.
